Screens from PubChem.
Hep lipid drop: modulators of hepatic lipid droplet formation | AML12 mouse hepatocytes, oleate lipid droplets, BODIPY imaging | inhibition, % at 6.5 µM | hit rate 0.4% among 240,000 | AID 1656;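 active means lipid droplet intensity inhibited by at least 50%, with more than 500 cells counted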
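Assay system: AML12 hepatocytes (mouse) / Also added: 100 µM oleic acid challenge / Times: overnight treatment with compound plus oleate / Detection: high-content imaging of BODIPY-stained droplets and DAPI nuclei / Evaluation: % inhibition of lipid droplet signal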
Hep lipid drop cells 6.5 µM: recorded beside Hep lipid drop, whose call it bears; cell count; measured here: cell count, cytotoxicity flag;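 cells counted across two imaged fields per well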
* marks the source's active call; other numbers are inactive results. A portion of the library; rates above refer to the full screens.

item | Molecule | Hep lipid drop | Hep lipid drop cells 6.5 µM
1 | Cc1ccccc1NC(=O)Nc1ccc2c(c1)CCC2 | -8 | 770
2 | COc1ccc(CC(=O)N/N=C/c2sccc2C)cc1 | 4 | 780
3 | Cc1ccccc1-c1nc(CS(=O)CC(=O)NCCc2ccc(Cl)cc2)c(C)o1 (stereo not given) | -4 | 736
4 | O=C(c1ccco1)N1CCC(c2nc3c(nnn3Cc3ccc(F)cc3)c(=O)[nH]2)CC1 | -1 | 864
5 | Cc1ccccc1NS(=O)(=O)c1ccc2oc(=O)ccc2c1 | -2 | 792
6 | CC(C)c1ccc(CNC(=O)C2CC(=O)N(C3CCCCC3)C2)cc1 (stereo not given) | -3 | 831
7 | COc1ccc(CN(C)C(=O)c2cnc(C)cn2)c(OC)c1OC | 16 | 835
8 | COc1ccc(OC)c(S(=O)(=O)Nc2cccc(-c3ccc(N4CCCCCC4)nn3)c2)c1 | 3 | 768
9 | COc1ccc(NC(=O)C2CCN(c3cnccn3)CC2)cc1OC | -13 | 766
10 | COc1cccc(N2CCN(c3ccc4nnc(CCC(=O)Nc5ccc(OC)c(OC)c5)n4n3)CC2)c1 | -74 | 746
11 | O=C1Cc2cc(S(=O)(=O)N3CCCCC3)ccc2N1 | 1 | 790
12 | COc1ccccc1NC(=O)c1ccc(Cl)c(S(=O)(=O)N2CCCCC2)c1 | 3 | 740
13 | COc1ccc(CNC(=O)C2CC(=O)N(C3CCCCC3)C2)cc1 (stereo not given) | 1 | 831
14 | O=C(O)c1ccccc1/C=N/NC(=O)C1CCCC1 | -11 | 838
15 | CCCCN(C)CCNC(=O)CCn1nc(-c2ccc(C)cc2)ccc1=O | -5 | 801
16 | O=C(NCCc1cccnc1)c1cc(COc2ccc(F)cc2Cl)on1 | 8 | 776
17 | COc1ccc(C(=O)Nc2cccc3c2CCCC3)cc1 | -22 | 741
18 | CC(=O)OC(C[N+]1(C)CCCCCC1)c1ccccc1 (stereo not given) | 1 | 816
19 | Cc1ccc(C(C)NC(=O)C2CCCC2)cc1C (stereo not given) | -3 | 859
20 | COc1ccc(CC(=O)N2CCN(c3ccccc3)CC2)cc1OC | -1 | 805
21 | CCOc1ccc(C(=O)NC(C(=O)NCCc2ccc(OC(F)F)cc2)C(C)C)cc1 (stereo not given) | -1 | 823
22 | C=CCOc1ccc(/C=C2/C(=O)ON=C2C)cc1OCC | 0 | 795
23 | Cc1c(NS(=O)(=O)c2cccc(C(=O)O)c2)c(=O)n(-c2ccccc2)n1C | -2 | 651
24 | Cc1nc(S(=O)(=O)c2ccc(Cl)cc2)c(N(C)C)o1 | -5 | 567
25 | O=C(COc1ccc(Cl)cc1Cl)NCCCNC(=O)c1cnccn1 | -14 | 778
26 | CCS(=O)(=O)N1CCc2nc(-c3ccccc3)sc2C1 | 8 | 861
27 | N#Cc1c(NC(=O)/C=C/C(=O)O)sc2c1CCN(Cc1ccccc1)C2 | 9 | 814
28 | C=CCn1c(O)c(C2=c3ccccc3=NC2=O)c2ccccc21 | -5 | 860
29 | CCc1ccc(Nc2nc(C)cc(C)n2)cc1 | 0 | 769
30 | Cc1ccc(CN(C(=O)COc2ccc(Br)cc2)C2CCS(=O)(=O)C2)o1 (stereo not given) | 2 | 690

Compound profiles, as listed above. Order of values: Hep lipid drop, Hep lipid drop cells 6.5 µM
Listed for `COc1ccc(CC(=O)N/N=C/c2sccc2C)cc1` = 4, 780
Listed for `COc1ccc(CNC(=O)C2CC(=O)N(C3CCCCC3)C2)cc1` (stereo not given) = 1, 831
Listed for `CCS(=O)(=O)N1CCc2nc(-c3ccccc3)sc2C1` = 8, 861
Listed for `CCOc1ccc(C(=O)NC(C(=O)NCCc2ccc(OC(F)F)cc2)C(C)C)cc1` (stereo not given) = -1, 823
Listed for `O=C(COc1ccc(Cl)cc1Cl)NCCCNC(=O)c1cnccn1` = -14, 778

Back to the main list, starting 2 compounds before the break.
item | Molecule | Hep lipid drop | Hep lipid drop cells 6.5 µM
29 | CCc1ccc(Nc2nc(C)cc(C)n2)cc1 | 0 | 769
30 | Cc1ccc(CN(C(=O)COc2ccc(Br)cc2)C2CCS(=O)(=O)C2)o1 (stereo not given) | 2 | 690
31 | CCN1C(=O)[C@H]2[C@@H](c3ccc(C)cc3)N3C(=O)N(c4ccc(C)cc4)C(=O)[C@@]3(Cc3ccc(Cl)cc3)[C@H]2C1=O | -19 | 799
32 | CSc1nnc(N2C(=O)C(O)=C(C(=O)c3ccc(C)o3)C2c2ccc(C)cc2)s1 (stereo not given) | -10 | 656
33 | O=C(c1ccc(Cl)c([N+](=O)[O-])c1)N(Cc1ccco1)C1CCS(=O)(=O)C1 (stereo not given) | 16 | 648
34 | NS(=O)(=O)c1ccc(CCNC(=O)COC(=O)Cc2c(F)cccc2Cl)cc1 | -7 | 856
35 | COc1ccc(C(=O)N(C)C(C)c2ccon2)cc1OC1CCN(C(C)C)CC1 (stereo not given) | -12 | 674
36 | O=C(Nc1ccccc1N1CCOCC1)c1cccc(Oc2ccccc2)c1 | -39 | 812
37 | C=CCCC(=O)N1CCCC(C(=O)c2cccc(OC)c2)C1 (stereo not given) | 0 | 817
38 | CCCN(CC(=O)Nc1ccccc1C)CC(=O)Nc1ccc(Br)cc1F | -1 | 812
39 | COc1ccc(CNC(=O)C(=O)NCC2OCCN2S(=O)(=O)c2ccc(C)cc2)cc1 (stereo not given) | -2 | 898
40 | CCc1cccc(NC(=S)N(CCCOC(C)C)C2CCN(C(C)=O)CC2)c1 | -18 | 402
41 | COc1ccc(C(C(=O)NC2CCCC2)N(C(=O)c2ccco2)c2ccccc2C(C)=O)cc1OC (stereo not given) | 0 | 805
42 | Cc1noc(C)c1S(=O)(=O)Nc1ccc(C(C)C)cc1 | -10 | 738
43 | COC(=O)/C(C#N)=C/c1c(N2CCN(c3ccccc3)CC2)nc2ccccn2c1=O | 15 | 825
44 | CSc1ncc(C(=O)Nc2cccc(Cl)c2C)c(C)n1 | 15 | 797
45 | CCC1CCCCN1S(=O)(=O)c1ccc2c(c1)CCN2C(C)=O (stereo not given) | -3 | 752
46 | Cc1cc(C)c(S(=O)(=O)N2CCCc3ccccc32)c(C)c1 | -23 | 808
47 | Cn1c(SCc2ccccc2C#N)nnc1-c1ccncc1 | 4 | 831
48 | Cc1cnc(=O)[nH]c1SCc1cccc(C(F)(F)F)c1 | -2 | 722
49 | CCCCOc1c(Br)cc(CNCCCN2CCOCC2)cc1OC | -14 | 790
50 | CC(=O)c1ccc(-n2c(C)c(C(C)=O)c3cc(O)ccc32)cc1 | -9 | 398
51 | COc1ccc(CCNC(C(=O)Nc2cc(C)cc(C)c2)c2ccccc2)cc1 (stereo not given) | -27 | 637
52 | COc1ccc(NC(=S)N2CCC(Cc3ccccc3)CC2)cc1 | -42 | 636
53 | COc1ccc(C)cc1NC(=O)CSc1ccc(-c2ccco2)nn1 | 8 | 750
54 | CC1CCCN(c2sc(S(C)(=O)=O)nc2S(=O)(=O)c2ccc(Cl)cc2)C1 (stereo not given) | -4 | 685
55 | CC1CCCCC1NC(=O)C1CCN(c2c3c(nc4ncnn24)CCC3)CC1 (stereo not given) | -9 | 742
56 | Cc1cc(OCC(=O)N2CCN(c3ncccn3)CC2)ccc1Cl | -3 | 853
57 | CN1CCN(c2ccccc2/C=C2/C(=O)Nc3ccccc32)CC1 | 11 | 433
58 | COc1ccc(OC)c(NC(=O)Nc2ccc3c(c2)OCO3)c1 | -11 | 839
59 | CC1=CC(C)(C)NC(=S)N1C(C)c1ccccc1 (stereo not given) | -15 | 818
60 | COc1ccc(N(C(=O)Cc2cccs2)C(C(=O)NC2CCCC2)c2ccncc2)cc1OC (stereo not given) | -11 | 513

Arranged by heavy-atom count (descending): some entries from above
item | Molecule | Hep lipid drop | Hep lipid drop cells 6.5 µM
33 | O=C(c1ccc(Cl)c([N+](=O)[O-])c1)N(Cc1ccco1)C1CCS(=O)(=O)C1 (stereo not given) | 16 | 648
53 | COc1ccc(C)cc1NC(=O)CSc1ccc(-c2ccco2)nn1 | 8 | 750
57 | CN1CCN(c2ccccc2/C=C2/C(=O)Nc3ccccc32)CC1 | 11 | 433

(cont.)
item | Molecule | Hep lipid drop | Hep lipid drop cells 6.5 µM
61 | COc1ccc(CNS(=O)(=O)c2ccc(-c3cc(C)no3)cc2)cc1 | -3 | 690
62 | Cc1ccc(OCc2cc(C(=O)N3CCN(C)C[C@@H]3c3ccccc3)no2)cc1C | -6 | 799
63 | CC(=O)N1CCN(C(=O)c2cc3ccccc3o2)CC1 | 3 | 847
64 | CCOC(=O)N1CCN(S(=O)(=O)N2CCCC(C(=O)NCCc3ccc(OC)c(OC)c3)C2)CC1 (stereo not given) | -7 | 720
65 | CSCCC(NC(=O)C1CCCC1)c1nnc2ccccn12 (stereo not given) | 9 | 745
66 | COc1ccc(CN2C(=O)c3cccnc3C2=O)cc1S(=O)(=O)NC1CCCCC1C (stereo not given) | 17 | 808
67 | CC(C)c1cc2c(c(O)c1O)[C@@]13CCCC(C)(C)C1CC2OC3=O (stereo not given in full) | -8 | 819
68 | COC(=O)c1cc(S(=O)(=O)NCCc2ccccc2)c[nH]1 | 12 | 759
69 | Cc1ncc(CO)c2cc(C(=O)Nc3ccccc3Cl)c(=Nc3cccc(C(N)=O)c3)oc12 | 21 | 738
70 | CC(=O)c1ccc(Nc2nc(N3CCOCC3)nc(N3CCOCC3)n2)cc1 | -1 | 722
71 | COc1cc(/C=N/NC(=O)c2ccc3c(c2)OCCO3)cc(Br)c1O | -6 | 776
72 | O=C(c1ccc(CS(=O)Cc2ccc(Cl)cc2)o1)N1CCN(c2ccccc2F)CC1 (stereo not given) | -30 | 685
73 | COc1ccc(NC(=O)N2C3CCCC2CC(NC(=O)C2CC2)C3)cc1 (stereo not given) | 2 | 757
74 | O=C(NCc1ccccn1)c1nc(Cn2cc([N+](=O)[O-])cn2)no1 | 14 | 789
75 | CCC1Oc2ccc(C)cc2N(CC(=O)NCCCN2CCCCC2C)C1=O (stereo not given) | -23 | 760
76 | COc1ccc(OC)c(NC(=O)c2cccc(S(=O)(=O)N3CCN(C(C)=O)CC3)c2)c1 | -29 | 745
77 | COC(=O)C1=CN(Cc2ccc(OC)cc2)C=C(C(=O)OC)C1c1ccc(O)c(OC)c1 | -1 | 779
78 | Cc1cccc(OCC(=O)N2CCN(C(=O)COc3ccc(Cl)cc3)CC2)c1 | 15 | 814
79 | O=S(=O)(c1cccc(COc2ccc(Cl)cc2Cl)c1)N1CCOCC1 | -19 | 634
80 | N#Cc1ccc(COc2cccc3cccnc23)cc1 | -2 | 795
81 | O=C1NC(c2ccc(Cl)cc2Cl)Oc2ccccc21 (stereo not given) | 4 | 804
82 | Cc1ccc(C)c2[nH]c(=O)c(CCNC(=O)c3ccc(S(=O)(=O)N4CCCC4)cc3)cc12 | 8 | 882
83 | O=C(COc1ccccc1)NC1CCCN(Cc2ccccc2F)C1 (stereo not given) | 1 | 668
84 | CCC1Oc2ccccc2C(=O)N(CC(=O)c2ccc3c(c2)OCCO3)C1=O (stereo not given) | 2 | 763
85 | COc1cc(OC)c(OC)cc1/C=C1\CC(C)C/C(=C\c2cc(OC)c(OC)cc2OC)C1=O (stereo not given) | 5 | 853
86 | O=C(NC(=S)NC1CCCc2ccccc21)c1ccc(F)cc1 (stereo not given) | -47 | 854
87 | Cc1ccccc1NC(=O)NCCCN1CCCC1=O | -2 | 845
88 | CCOc1ccc(C(=O)OCC(=O)N2CCCC2)cc1 | -3 | 803
89 | Cc1ccc(CN(C(=O)c2csnn2)C(C(=O)NC2CCCC2)c2ccccn2)cc1 (stereo not given) | 2 | 760
90 | COC(=O)CCC(=O)Nc1ccc(S(=O)(=O)Nc2cc(OC)nc(OC)n2)cc1 | 3 | 820
91 | N#CCCN(CCC#N)C(=O)C1c2ccccc2Oc2ccccc21 | 12 | 822
92 | COc1ccccc1CNC(=O)CSc1nnc2c(n1)[nH]c1ccc(F)cc12 | 3 | 820
93 | CC(=O)Nc1ccc(S(=O)(=O)N2CCN(C(=O)c3ncoc3-c3ccccc3C)CC2)cc1 | -1 | 835

6 of the compounds above, screen by screen:
(82) Cc1ccc(C)c2[nH]c(=O)c(CCNC(=O)c3ccc(S(=O)(=O)N4CCCC4)cc3)cc12
(83) O=C(COc1ccccc1)NC1CCCN(Cc2ccccc2F)C1 (stereo not given)
(84) CCC1Oc2ccccc2C(=O)N(CC(=O)c2ccc3c(c2)OCCO3)C1=O (stereo not given)
(85) COc1cc(OC)c(OC)cc1/C=C1\CC(C)C/C(=C\c2cc(OC)c(OC)cc2OC)C1=O (stereo not given)
(86) O=C(NC(=S)NC1CCCc2ccccc21)c1ccc(F)cc1 (stereo not given)
(87) Cc1ccccc1NC(=O)NCCCN1CCCC1=O
Assay by compound	82	83	84	85	86	87
Hep lipid drop	8	1	2	5	-47	-2
Hep lipid drop cells 6.5 µM	882	668	763	853	854	845
